RMI-FANCM inh = inhibitors of human RMI core complex binding to FANCM MM2 | Fluorescence polarization, RMI core complex with F-MM2 peptide; stronger effect = lower value | FP signal (polarization) at 33 µM | 70,000 tested, 0.58% active; in the data active = FP signal below about 40; note: inactives centre near 61; strong numbers were not always called active; unit not given here
Numbers without * were called inactive; & = joins results of further samples.

COc1cccc(C(c2c(NC(C)=O)sc3c2CCCC3)N2CCOCC2)c1 (stereo unspecified) was read as RMI-FANCM inh 63.
CSC(=NS(=O)(=O)c1ccccc1)N1CCCC1 was read as RMI-FANCM inh 53.
`Cc1ccc(N2CCN(S(=O)(=O)c3cc(Br)c(C)cc3C)CC2)c(C)c1` gave RMI-FANCM inh 61.
CCCCNC(=O)N1CCC(n2cccc2)CC1 was read as RMI-FANCM inh 63.
O=C(C(=O)N1CCN(c2ccccc2F)CC1)c1cn(CC(=O)N2CCCC2)c2ccccc12 was read as RMI-FANCM inh 70.
For COc1cc(C(=O)N2CCC(c3nnc(-c4ccc(F)cc4)o3)CC2)cc(OC)c1OC the results were RMI-FANCM inh 59.
For COc1cc(OC)cc(C(=O)Nc2cccc3c2C(=O)NC3=O)c1 the results were RMI-FANCM inh 62.
Screening O=S(=O)(CS(=O)(=O)c1ccccc1Cl)c1ccccc1Cl returned RMI-FANCM inh 59.
`CCC1SC(CC)C(=O)N(CC(=O)NCCc2ccccc2)C1=O` (stereo unspecified) gave RMI-FANCM inh 56.
For C=CCSc1nnc(CCc2nnc(SCC=C)n2-c2ccccc2)n1-c1ccccc1 the results were RMI-FANCM inh 61.
Screening CCOc1cn2c(cc1=O)C(=O)N(CCNC(=O)c1cc(Cl)ccc1OC)CC2 returned RMI-FANCM inh 63.
For NC(=O)CN1CCN(c2ccc(Cl)cc2)CC1 the results were RMI-FANCM inh 69.
C(#Cc1ccc(-c2ccn[nH]2)s1)c1ccccc1 was read as RMI-FANCM inh 57.
For Cc1ccc(SCCC(=O)Nc2ccc(F)cc2F)cc1 the results were RMI-FANCM inh 53.
Screening CCCc1c2c(cc3c(=O)cc(C(=O)OCC)oc13)CCCC2 returned RMI-FANCM inh 32*.
COc1cc(C(=O)Nc2nc3c(C)cccc3s2)cc(OC)c1OC was read as RMI-FANCM inh 58.
N#Cc1c(-c2ccccc2)cc(-c2ccccc2)nc1SCC(=O)N1CCOCC1 was read as RMI-FANCM inh 68.
For N#CSCc1ccc(C#N)cc1 the results were RMI-FANCM inh 60.
O=[N+]([O-])c1cccc(CSC2=NCCN2)c1 was read as RMI-FANCM inh 67.
For COC(=O)c1ccc2c(c1)sc(=NC(=O)c1ccccc1Br)n2C the results were RMI-FANCM inh 66.
Screening CC(=O)Nc1ccc(NC(=O)CSc2ccc(S(=O)(=O)C(F)(F)F)cc2[N+](=O)[O-])cc1 returned RMI-FANCM inh 66.
`CCOc1ccccc1-c1noc(-c2cn[nH]c2-c2ccccc2)n1` gave RMI-FANCM inh 102.
`CCc1nnc(-c2ccc(NC(=O)C3CC(=O)N(c4ccc(OC)cc4)C3)cc2)o1` (stereo unspecified) gave RMI-FANCM inh 64.
Screening C=CC[n+]1c(-c2ccccc2)csc1NC(C)(C)C returned RMI-FANCM inh 58.

A portion from the list above, for reference:
For COC(=O)c1ccc2c(c1)sc(=NC(=O)c1ccccc1Br)n2C the results were RMI-FANCM inh 66.
Screening CC(=O)Nc1ccc(NC(=O)CSc2ccc(S(=O)(=O)C(F)(F)F)cc2[N+](=O)[O-])cc1 returned RMI-FANCM inh 66.
`CCOc1ccccc1-c1noc(-c2cn[nH]c2-c2ccccc2)n1` gave RMI-FANCM inh 102.
`CCc1nnc(-c2ccc(NC(=O)C3CC(=O)N(c4ccc(OC)cc4)C3)cc2)o1` (stereo unspecified) gave RMI-FANCM inh 64.
Screening C=CC[n+]1c(-c2ccccc2)csc1NC(C)(C)C returned RMI-FANCM inh 58.

The listing continues.
For CC(=O)Nc1nc(C)c(Oc2cccc(C(F)(F)F)c2)c(=O)[nH]1 the results were RMI-FANCM inh 55.
For COc1ccc(-c2ccc(N3CCCC(C(=O)N4CCN(C)CC4)C3)nn2)cc1 (stereo unspecified) the results were RMI-FANCM inh 60.
For O=S(=O)(c1ccc2c(c1)OCCO2)N1CCN(c2ccc(C(F)(F)F)cn2)CC1 the results were RMI-FANCM inh 62.
Cc1nn(C2CCS(=O)(=O)C2)c2nc(-c3ccccc3)cc(C(=O)Nc3ccc(C(N)=O)cc3)c12 (stereo unspecified) was read as RMI-FANCM inh 118.
For O=C(Nc1nc2c(F)cc(F)cc2s1)c1ccccc1F the results were RMI-FANCM inh 67.
Screening COc1ccc(CNC(=O)Cc2csc(SCC(=O)Nc3cccc(NC(C)=O)c3)n2)cc1 returned RMI-FANCM inh 66.
O=C(CSc1nnc(Cc2cc(=O)[nH]c(=O)[nH]2)n1-c1ccc(F)cc1)NCc1ccccc1Cl was read as RMI-FANCM inh 65.
Screening CCN(CC)CCN1CNC(=S)NC1 returned RMI-FANCM inh 59.
For Cc1cccc(N2CCN(S(=O)(=O)CCNC(=O)C3CC3)CC2)c1 the results were RMI-FANCM inh 60.
CC1CCc2c(sc3ncn4cnnc4c23)C1 (stereo unspecified) was read as RMI-FANCM inh 51.
`Cc1ccc(-n2c(C)nc3ccc(NC(=O)c4ccc(C(F)(F)F)cc4)cc3c2=O)cc1` gave RMI-FANCM inh 71.
CCOc1cccc2sc(Cl)nc12 was read as RMI-FANCM inh 59.
Screening O=C(CSCC(=O)c1ccc([N+](=O)[O-])cc1)c1ccc([N+](=O)[O-])cc1 returned RMI-FANCM inh 55&59.
`COCCN1CCC(CNC(=O)c2c(C)cc(C)cc2C)CC1` gave RMI-FANCM inh 70.
Screening O=C(NC(N1CCCC1)C(Cl)(Cl)Cl)c1ccc(Br)cc1 (stereo unspecified) returned RMI-FANCM inh 57.
Cc1nc2ccccc2n1C1CC(=O)N(c2ccc(Br)cc2)C1=O (stereo unspecified) was read as RMI-FANCM inh 59.
For Cc1cc(C(=O)Nc2nc3ccc(Cl)cc3s2)nn1C the results were RMI-FANCM inh 54.
CCn1ncc(C(CC(=O)c2ccccc2)CC(=O)c2ccccc2)c1C was read as RMI-FANCM inh 62.
For Cc1ccccc1NC(=O)c1cnc2sccn2c1=O the results were RMI-FANCM inh 62.
Cc1ccc(N(C)S(=O)(=O)c2c(-c3ccccc3)csc2C(=O)NN)cc1 was read as RMI-FANCM inh 64.
`CCCc1c(C(=O)Nc2ccc(Cl)cc2)cnn1C` gave RMI-FANCM inh 58.
`CCc1ccc(NC(=O)C(=O)NCCN2CCN(c3ccc(OC)cc3)CC2)cc1` gave RMI-FANCM inh 63.
Cc1nc(C#N)c(N/N=C\c2ccccc2Br)o1 was read as RMI-FANCM inh 62.
CCC(=O)N1CCc2ccc(NS(=O)(=O)Cc3cccc(Cl)c3)cc2C1 was read as RMI-FANCM inh 69.

Sorted by molar mass (ascending): 7 of the compounds above
Screening CCN(CC)CCN1CNC(=S)NC1 returned RMI-FANCM inh 59.
CC1CCc2c(sc3ncn4cnnc4c23)C1 (stereo unspecified) was read as RMI-FANCM inh 51.
Screening CCCc1c2c(cc3c(=O)cc(C(=O)OCC)oc13)CCCC2 returned RMI-FANCM inh 32*.
CCC(=O)N1CCc2ccc(NS(=O)(=O)Cc3cccc(Cl)c3)cc2C1 was read as RMI-FANCM inh 69.
N#Cc1c(-c2ccccc2)cc(-c2ccccc2)nc1SCC(=O)N1CCOCC1 was read as RMI-FANCM inh 68.
`Cc1ccc(-n2c(C)nc3ccc(NC(=O)c4ccc(C(F)(F)F)cc4)cc3c2=O)cc1` gave RMI-FANCM inh 71.
For C=CCSc1nnc(CCc2nnc(SCC=C)n2-c2ccccc2)n1-c1ccccc1 the results were RMI-FANCM inh 61.

(list continues)
`Cc1ccc(CNC(=O)Cn2cnc3c(-c4ccccc4)csc3c2=O)cc1` gave RMI-FANCM inh 102.
For CCOC(=O)N1CCc2nc(NC(=O)Cc3ccc(OCC)cc3)sc2C1 the results were RMI-FANCM inh 65.
COc1ccccc1CCNC(=O)Cn1nc(-c2cccc3ccccc23)ccc1=O was read as RMI-FANCM inh 57.
`CCOc1ccc(-c2ccc(=O)n(Cc3nc(-c4cc(OC)c(OC)c(OC)c4)no3)n2)cc1` gave RMI-FANCM inh 66.
Screening c1ccc2c(c1)NC(c1c[nH]c3ccccc13)N2 returned RMI-FANCM inh 54.
COc1ccc(-c2[nH]ncc2/C=N\Nc2ncc(C(F)(F)F)cc2Cl)cc1 was read as RMI-FANCM inh 63.
NC(=O)C1CCN(C(=O)c2cc(-c3ccncc3)nc3ccccc23)CC1 was read as RMI-FANCM inh 80.
`CCOc1ccc(NC(=O)CSC2=NS(=O)(=O)c3ccccc32)cc1` gave RMI-FANCM inh 64.
For Cc1[nH]c(=S)c(C#N)c(C)c1CCC#N the results were RMI-FANCM inh 57.
For Cc1ccc(S(=O)(=O)NCC2CCN(Cc3cccs3)CC2)cc1 the results were RMI-FANCM inh 73.
CC1(C)CC23C(=O)CCC(O)C2(C)CCC13 (stereo unspecified) was read as RMI-FANCM inh 64.
O=C(NCc1cccs1)c1ccccc1Cl was read as RMI-FANCM inh 63.
Screening c1ccc(-c2ccc(-c3ccccc3)cc2)cc1 returned RMI-FANCM inh 73.
Screening CCc1ccc(S(=O)(=O)NCCOc2ccc(F)cc2)cc1 returned RMI-FANCM inh 62.
Screening COc1coc(C(=O)N2CCN(c3cccc(C(F)(F)F)c3)CC2)cc1=O returned RMI-FANCM inh 62.
For O=C1c2ccccc2C(=O)c2cc(/C=C/c3ccc(-c4ccccc4)o3)ccc21 the results were RMI-FANCM inh 67.
`CC(C)CCN1C(=O)C(C)(C)COc2ccc(NC(=O)Cc3ccc(F)cc3)cc21` gave RMI-FANCM inh 77.
For CC(N)C(O)c1cccc(O)c1 (stereo unspecified) the results were RMI-FANCM inh 53.
Screening Cc1cc(NC(=O)C2CC(=O)N(c3ccccc3)C2)n(-c2nc3c(cnn3-c3ccccc3)c(=O)[nH]2)n1 (stereo unspecified) returned RMI-FANCM inh 68.
For Cc1cc(S(=O)(=O)NC2CCCCNC2=O)c(C(F)(F)F)o1 (stereo unspecified) the results were RMI-FANCM inh 60.
For CC1=CCC2C(=O)N(c3ccc(I)cc3)C(=O)C2C1 (stereo unspecified) the results were RMI-FANCM inh 47.
For CCc1nc(SCC(=O)Nc2ccc(S(N)(=O)=O)cc2)c2c3c(sc2n1)CCC3 the results were RMI-FANCM inh 96.
`COC(=O)c1ccc2c(=O)n(CCC(=O)NCc3ccc(C)cc3)c(=S)[nH]c2c1` gave RMI-FANCM inh 109.
`Cc1ccc(-n2nc3c(c2NC(=O)C(c2ccccc2)c2ccccc2)CS(=O)(=O)C3)c(C)c1` gave RMI-FANCM inh 61.
Cc1cc(O)c(C(c2ccccc2Cl)N2CCN(C)CC2)c(=O)n1Cc1ccco1 (stereo unspecified) was read as RMI-FANCM inh 53.
Screening Nn1c(SCC(=O)Nc2cccc(Cl)c2)nncc1=O returned RMI-FANCM inh 55.
Screening CC(=O)c1csc([N+](=O)[O-])c1 returned RMI-FANCM inh 54.
For Cc1cccc(CS(=O)(=O)NCC2CCN(Cc3cccs3)CC2)c1 the results were RMI-FANCM inh 72.
Screening CCc1nc(C)cn1S(=O)(=O)c1ccc(OC)c(C(C)(C)C)c1 returned RMI-FANCM inh 61.
For O=c1cc(-c2ccccc2)nc2cc(-c3ccco3)[nH]n12 the results were RMI-FANCM inh 55.
For O=C(c1ccc2nsnc2c1)N1CCN(C2c3ccccc3-c3ccccc32)CC1 the results were RMI-FANCM inh 55.
Screening COC(=O)c1sccc1NC(=O)CSc1nccn2nc(-c3cccc4ccccc34)cc12 returned RMI-FANCM inh 78.
For Cc1ccc(Oc2ncccc2NC(=O)c2ccc3c(c2)OCCCO3)c2c1CCC2 the results were RMI-FANCM inh 62.
`CCSc1ncccc1C(=O)Oc1cc(C)nn1-c1ccccc1` gave RMI-FANCM inh 60&55.
COc1ccc(C)c2sc(N(CCN3CCOCC3)C(=O)c3ccc(C)c(C)c3)nc12 was read as RMI-FANCM inh 53.
For Cc1onc(-c2ccccc2Cl)c1C(=O)Nc1ccc2c(c1)N(C(=O)C1CC1)CC2 the results were RMI-FANCM inh 66.

In the list so far, 2 contain a tert-butyl group.
Screening C=CC[n+]1c(-c2ccccc2)csc1NC(C)(C)C returned RMI-FANCM inh 58.
Screening CCc1nc(C)cn1S(=O)(=O)c1ccc(OC)c(C(C)(C)C)c1 returned RMI-FANCM inh 61.

(listing goes on)
`O=C(O)C1c2ccccc2C(=O)N(Cc2ccc(F)cc2)C1c1cccs1` (stereo unspecified) gave RMI-FANCM inh 46.
`O=C(/C=C/c1cccs1)NC(=S)NCC1CCCO1` (stereo unspecified) gave RMI-FANCM inh 59.
For Cc1cc(NC(=O)CSc2nc(C(C)C)nc3c2c(=O)n(C)c(=O)n3C)no1 the results were RMI-FANCM inh 63.
Screening Cn1cc(CC(=O)O)c2ccccc21 returned RMI-FANCM inh 71.
`NC(=O)Cc1csc(Nc2ccc(F)cc2)n1` gave RMI-FANCM inh 64.
For CCC(C)(C(=O)NC1CCCC1)N(C)C(=O)Cc1cccs1 (stereo unspecified) the results were RMI-FANCM inh 59.
CCOC(=O)c1nn(-c2ccccc2Cl)c(=O)cc1OCc1cccc([N+](=O)[O-])c1 was read as RMI-FANCM inh 53.
For O=C(CSc1nnc(-c2ccc(S(=O)(=O)N3CCCCCC3)cc2)o1)Nc1ncccn1 the results were RMI-FANCM inh 84.
Screening Cc1ccc2c(c1)C(=O)C(=O)S2 returned RMI-FANCM inh 55.
For COCCNS(=O)(=O)c1c(C(C)C)cc(C(C)C)cc1C(C)C the results were RMI-FANCM inh 60.
`CC(=O)Nc1ccc(S(=O)(=O)NCc2nnnn2-c2ccc(Cl)cc2)cc1` gave RMI-FANCM inh 55.
O=c1ccc(-c2ccncc2)nn1CCNS(=O)(=O)c1ccc(OC(F)(F)F)cc1 was read as RMI-FANCM inh 65.
`COc1ccc(CNC(=O)Cn2c(=O)n(CCCCC(=O)NCC(C)C)c(=O)c3ccccc32)cc1` gave RMI-FANCM inh 62.
Screening O=C(CSc1ncn[nH]1)c1ccc2c(c1)OCCO2 returned RMI-FANCM inh 74.
C#CCn1c(=NC(=O)c2ccn(C)n2)sc2cccc(F)c21 was read as RMI-FANCM inh 71.
CSc1ccc(OS(=O)(=O)c2ccc(C)c(F)c2C)cc1 was read as RMI-FANCM inh 58.
NC(=O)C1CCN(CC(=O)NCc2ccco2)CC1 was read as RMI-FANCM inh 65.
`COc1ccc2nc(NCc3ccccn3)sc2c1` gave RMI-FANCM inh 66.
For O=C(CC(NCc1cccnc1)C(=O)O)NN(c1ccccc1)c1ccccc1 (stereo unspecified) the results were RMI-FANCM inh 62.

High-throughput results deposited in PubChem BioAssay by Small Molecule Screening Facility, UW Madison.

A portion of the library, so the mix of outcomes need not match the whole.
